# NR2E3 ag-1 = activates human NR2E3 receptor; AID 602229; inhibition of corepressor binding, % at 3.98 µM; 360,000 tested, 0.35% active; CHO-S Gal4-NCOR/VP16-NR2E3 two-hybrid, luciferase;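 active = inhibition above the mean of all tested compounds plus 3 SD, cut at about 70% in these data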;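 also: 0% = DMSO with NR2E3 transfected cells and 100% = cells lacking NR2E3 construct; higher means lower luciferase signal from less NR2E3 corepressor binding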
# Target sequence (Q9Y5X4 whole entry, looked up, the tested form may be a part): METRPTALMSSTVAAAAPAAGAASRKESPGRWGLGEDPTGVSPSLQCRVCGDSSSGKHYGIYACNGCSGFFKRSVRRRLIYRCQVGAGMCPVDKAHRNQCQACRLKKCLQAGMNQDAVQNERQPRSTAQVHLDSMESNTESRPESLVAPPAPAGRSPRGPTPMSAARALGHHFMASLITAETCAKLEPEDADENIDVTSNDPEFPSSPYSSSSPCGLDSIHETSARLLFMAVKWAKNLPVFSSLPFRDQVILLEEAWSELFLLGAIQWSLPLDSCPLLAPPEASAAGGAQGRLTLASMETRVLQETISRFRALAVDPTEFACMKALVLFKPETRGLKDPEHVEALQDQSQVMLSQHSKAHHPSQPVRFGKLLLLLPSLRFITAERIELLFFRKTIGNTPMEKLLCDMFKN
# HIF-2a inh = inhibitors of HIF-2a; 786-0 RCC cells HIF-2a reporter, luciferase luminescence, overnight; AID 624352; 360,000 tested, 0.72% active; inhibition, % at 18.8 µM;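 active = inhibition of the luminescence signal of 40% or more relative to plate controls, in a single-dose primary screen at 18.75 µM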
# NR2E3 ag-2 = activates human photoreceptor nuclear receptor NR2E3 | Q9Y5X4 | GST-NR2E3/biotin-RetCOR TR-FRET, 1536-well | inhibition of corepressor binding, % at 4.78 µM | 320,000 tested, 0.12% active | AID 2300;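 active = percent inhibition above the cutoff of mean plus 3 SD of all tested compounds, set per screening campaign, cut at about 20% in these data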;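 also: 0% = DMSO wells and 100% = biotin wells as full block of FRET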
#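 Material: NR2E3–RetCOR corepressor complex / Amount: 1.35 nM GST-NR2E3 / Medium: Tris pH 7.5 / Compound: single nominal compound dose of 4.8 µM / Incubation: 5 h at 4 °C / Technique: TR-FRET, Eu(K)-anti-GST donor, streptavidin-D2 acceptor, ex 340, em 617/671 nm / Read-out basis: percent loss of FRET ratio relative to control wells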
# Shn3 3UTR inh = Schnurri-3 reporter inhibition in Clone20 osteoblasts; AID 588674; inhibition, % at 12.5 µM; Clone20 osteoblast Shn3 3'UTR firefly luciferase, 24 h; 360,000 tested, 0.52% active;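 active = mean inhibition of at least 75% with every replicate also reaching 75%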;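 also: 0% = median of neutral control wells and 100% = pilot-screen positive control compound; some compounds past the cut are filed as inactive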
# LMP1 NFkB inh = Epstein-Barr LMP1 NF-kappaB reporter inhibition. LMP1-induced NF-kappaB luciferase reporter cells, luminescence. inhibition, % at 12.5 µM. 350,000 tested, 0.69% active. AID 504558; in the data active = inhibition above about 41%;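 also: 0% = neutral control wells and 100% = reference inhibitor control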
# CF NFkB block = cystic fibrosis NF-kB activation inhibition; KKLEB NF-kB-GFP reporter, PAF-induced, GFP fluorescence overnight; inhibition, % at 5 µM; 360,000 tested, 0.86% active; AID 588850;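 active = at least 50% inhibition at 5 µM, scaled per plate between neutral and stimulator controls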;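 also: PAF is a Pseudomonas aeruginosa culture filtrate used as stimulus; plate controls were PAF-stimulated DMSO wells for no effect and unstimulated DMSO wells for full effect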
# hiPSC survival = hiPSC single-cell survival enhancement; 360,000 tested, 0.044% active; ATPlite luminescence; 100% = ROCK inhibitor wells, 0% = DMSO; survival enhancement, % at 20 µM; in the data active = survival enhancement above about 18%;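 also: cells exposed to compounds for 16 hours before the ATP read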
# KKLEB tox = CF airway cell cytotoxicity counter-screen | 360,000 tested, 0.36% active | KKLEB CF airway cells viability, ATPlite luminescence, overnight; hits give low values; cells stimulated with P. aeruginosa culture filtrate | activity change (cytotoxicity), % at 5 µM;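 active = corrected activity change at or below -50% at 5 µM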
# Peg3 promoter = reduces Peg3 promoter-driven luciferase expression in HeLa | HeLa PEG-Prom luciferase reporter, luminescence, overnight | inhibition, % at 20 µM | 360,000 tested, 1.7% active;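 active = inhibition of at least 50% at 20 µM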
# TRAIL sens C8 = caspase-8 TRAIL sensitization; 360,000 tested, 1% active; inhibition (viability loss, TRAIL sensitization), % at 10 µM; AID 624354; NB7+C8 cells + TRAIL, ATPlite viability luminescence;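 active = compounds causing at least 50% loss of cell viability in the single-dose screen, relative to plate controls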
# MITF TRPM1 inh = inhibitors of MITF-driven TRPM1 promoter in melanoma cells; SK-MEL-5 TRPM1 promoter luciferase, 24 h; inhibition, % at 12.5 µM; 330,000 tested, 0.83% active; AID 488899;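 active = mean inhibition across replicates of 60% or more, whatever share of single replicates reaches that level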; also: values of inactives mirror those of a sister screen read the other way
# The depositor's hits bear a star; nt = no result given. Some of the compounds tested; count on the stated rates, not on these rows.
SMILES,NR2E3 ag-1,HIF-2a inh,NR2E3 ag-2,Shn3 3UTR inh,LMP1 NFkB inh,CF NFkB block,hiPSC survival,KKLEB tox,Peg3 promoter,TRAIL sens C8,MITF TRPM1 inh
Cc1cc(Br)ccc1NC(=O)c1sc2ncnc(N3CCN(c4ccccn4)CC3)c2c1C,-18,-17,-2,12,3,12,-0.3,-2,23,29,-3
O=C(CCC(F)(F)F)N1CCC(CO)(CCc2ccccc2)CC1,-21,-51,-1,-19,0,3,-0.6,0,-26,-8,-28
Cc1nn(-c2cc(C)c3ccccc3n2)c2c1CCC2,-29,-166,-1,-12,-13,-11,-2.0,5,-159,3,-30
CCOC(=O)c1ccc(NC(=S)N2CCN(CCN=CC3=C(O)CC(c4ccccc4)CC3=O)CC2)cc1 (centres undefined),-34,0,4,21,nt,-5,-0.3,11,12,2,nt
CCC1CCCCN1Cc1c(O)ccc2c(=O)c(-c3ccccc3OC)coc12 (centres undefined),21,15,4,4,2,-10,-0.8,4,29,-5,-4
O=C(NCc1ccc(Cl)cc1)C1C2C=CC3(CN(Cc4cccnc4)C(=O)C13)O2 (centres undefined),9,15,-2,-11,1,-9,-1.5,7,8,5,4
COCCn1c(N)c(N(Cc2ccccc2)C(=O)c2ccc(-c3ccc(Cl)cc3)o2)c(=O)[nH]c1=O,-5,1,-5,-5,-1,-16,0.3,-1,3,-1,-16
CC(C)(C)Sc1ccc(/C=N/O)cc1[N+](=O)[O-],5,-20,1,-2,-6,32,-0.9,-17,-22,-5,-7
CCOC(=O)Cn1cnc2scc(-c3ccc(C)c(C)c3)c2c1=O,17,22,-8,-3,1,-5,0.2,-4,28,4,12
COc1ccc(C(=O)OCC(=O)C(C)(C)C)cc1S(=O)(=O)N(C)CCc1cccnc1,-27,7,-3,-5,1,-4,-0.3,-4,-10,-12,6
Cc1cc2oc(C(=O)NC3CCS(=O)(=O)C3)cc(=O)c2cc1C (centres undefined),-10,2,1,-67,2,-31,1.4,16,3,-5,9
O=C(Nc1cccc2oc(=O)ccc12)c1ccc([N+](=O)[O-])cc1[N+](=O)[O-],28,12,4,9,1,-16,-1.0,8,-19,7,58
Cc1ccc(-c2nnc(-c3ccc(NC(=O)Cc4cccs4)cc3)o2)cc1,-5,-20,5,-1,-58,71*,-2.1,-77*,55*,21,41
CCOc1cccc2cc(-c3csc(NC(=O)CCC(=O)NCCN4CCCCC4C)n3)c(=O)oc12 (centres undefined),-162,-293,2,-91,-33,-21,-0.7,-6,-202,19,-105
Cc1ccc(OCc2ccc(C(=O)Nc3c(C)nn(Cc4c(F)c(F)c(F)c(F)c4F)c3C)o2)c([N+](=O)[O-])c1,51,-58,-3,74,4,-12,-4.9,-19,11,16,50
CCOC(=O)C(C)Sc1ccc2nnc(CCNS(=O)(=O)c3ccc(C)cc3)n2n1 (centres undefined),0,10,3,14,-6,-16,-0.9,8,-55,-9,-3
O=C(CCN1CCN(c2ccccn2)CC1)Nc1ccc(F)cc1,-13,11,0,0,2,8,3.8,0,2,-18,-3
CCOC(=O)Nc1ccc2c(c1)N(C(=O)CCN(C)C)c1ccccc1S2,-28,27,3,6,3,14,-2.4,8,21,-3,8
Cc1nn(C)c(C)c1C(C)NC(=O)c1cc(COc2ccc(F)c(F)c2)on1 (centres undefined),-93,-146,3,-76,-15,6,0.4,8,-200,2,-56
O=C(Cc1ccccc1)NCC(=O)N1CCN(c2ccc(F)cc2)CC1,-15,6,nt,-18,-6,18,-2.8,16,13,9,nt
CCOc1ccc(S(=O)(=O)N2CCN(C(=S)NCC3CCCO3)CC2)cc1 (centres undefined),-1,16,-3,14,0,-13,0.4,4,3,18,10
COc1ccc(OC)c(-n2c(CN3CCC(C(N)=O)CC3)nc3ccccc3c2=O)c1,-25,-2,3,-17,-2,2,-1.1,-1,4,1,-8
COc1cc(C(=O)NNC(=O)c2cc(-c3ccccc3)n[nH]2)cc(OC)c1C,-16,14,6,-12,3,-13,5.5,-4,12,27,4
COC(=O)c1ccc(CNC(=O)/C=C/[C@H]2O[C@@H](n3cc(C)c(=O)[nH]c3=O)C[C@@H]2O)cc1,-7,7,nt,12,nt,6,-3.2,-1,15,-11,nt
CCCCn1c(=O)[nH]c(=O)c2c1nc(CN(C)Cc1cccc(OC)c1OC)n2CCC,-20,27,nt,2,10,5,0.3,-4,14,-17,-11
CN=C1S/C(=C\c2ccc(Cl)cc2)C(=O)N1C,-37,-48,10,-13,-3,18,0.2,-11,-89,-1,-13
CN1CCN(S(=O)(=O)c2ccc3c(c2)C(C)(C)C(=O)N3C)CC1,-50,7,0,-4,0,6,-0.8,-13,-7,4,nt
COc1cccc(NC(=O)CNC(=O)[C@@H]2Cc3ccccc3CN2C(=O)OC(C)(C)C)c1,-12,10,4,15,-3,6,-0.5,3,10,-12,-1
O=C(COc1ccccc1)N/N=C/c1ccc2c(c1)OCO2,17,-109,0,0,-25,-12,-2.1,13,-65,-5,-7
c1ccc(NCc2cccnc2)cc1,-9,4,2,7,-12,-5,-0.2,-5,-7,-1,-9
C=CCNc1ccc(C(=O)O)cc1,-3,10,-1,-21,4,0,0.7,12,10,26,2
Cc1nn2c(N3CCOCC3)c3c(nc2c1-c1ccccc1)CCCC3,-18,13,2,-6,5,-4,0.8,-8,13,3,-2
COc1ccc(Nc2ncnc3c2c(C)c(C)n3CCO)cc1,-156,-147,-2,-91,-16,8,-0.1,-5,-179,10,-69
Cc1nnc(SCC2=C(C(=O)O)N3C(=O)C(NC(=O)COc4ccc(F)cc4)C3SC2)s1 (centres undefined),-10,-11,2,-15,5,-15,-0.5,-4,-7,3,3
CC1(c2ccccc2)NC(=O)N(CC(=O)Nc2cc(Cl)ccc2N2CCOCC2)C1=O (centres undefined),-14,3,-1,-2,-3,-3,-0.5,-11,2,-8,-4
Cc1cccc(N2CC(O)(c3cccs3)[N+]3=C2CCCC3)c1 (centres undefined),-14,22,0,40,1,-18,-0.7,2,9,-1,-3
CCCCNC(=O)Cn1nc(Cc2ccncc2)c2ccccc2c1=O,2,24,0,-1,-1,-8,0.6,4,3,0,-4
O=C(CN1CCC(C(=O)c2ccc3c(c2)OCCO3)CC1)NCc1ccc(F)cc1,18,-13,0,1,0,-8,-0.6,-2,-7,19,-5
COc1ccccc1CN1CN(S(=O)(=O)c2ccccc2)c2nc3ccccc3nc21,-10,-5,2,18,-10,8,-0.7,-9,18,2,-2
c1cncc(-c2nnc(SCc3cccc4ccccc34)o2)c1,20,-21,4,-11,-9,10,-0.2,-3,-9,2,-4

# Entries of single compounds as entered above. Screens in order: NR2E3 ag-1 | HIF-2a inh | NR2E3 ag-2 | Shn3 3UTR inh | LMP1 NFkB inh | CF NFkB block | hiPSC survival | KKLEB tox | Peg3 promoter | TRAIL sens C8 | MITF TRPM1 inh
# CCCCNC(=O)Cn1nc(Cc2ccncc2)c2ccccc2c1=O reads 2 | 24 | 0 | -1 | -1 | -8 | 0.6 | 4 | 3 | 0 | -4
# CCC1CCCCN1Cc1c(O)ccc2c(=O)c(-c3ccccc3OC)coc12 (centres undefined) reads 21 | 15 | 4 | 4 | 2 | -10 | -0.8 | 4 | 29 | -5 | -4
# CC(C)(C)Sc1ccc(/C=N/O)cc1[N+](=O)[O-] reads 5 | -20 | 1 | -2 | -6 | 32 | -0.9 | -17 | -22 | -5 | -7
# Cc1cccc(N2CC(O)(c3cccs3)[N+]3=C2CCCC3)c1 (centres undefined) reads -14 | 22 | 0 | 40 | 1 | -18 | -0.7 | 2 | 9 | -1 | -3
# COc1ccc(OC)c(-n2c(CN3CCC(C(N)=O)CC3)nc3ccccc3c2=O)c1 reads -25 | -2 | 3 | -17 | -2 | 2 | -1.1 | -1 | 4 | 1 | -8

# Next part.
SMILES,NR2E3 ag-1,HIF-2a inh,NR2E3 ag-2,Shn3 3UTR inh,LMP1 NFkB inh,CF NFkB block,hiPSC survival,KKLEB tox,Peg3 promoter,TRAIL sens C8,MITF TRPM1 inh
Cc1ccc(S(=O)(=O)N2CCC(C(N)=O)CC2)cc1C(=O)NC1CCCCC1,14,15,1,-8,-1,-2,0.8,9,0,10,-2
CCOc1ccc(/C=N/n2nnnc2N)cc1OCC,0,19,5,-4,-3,11,-0.1,-8,16,1,-4
COc1cc(NC(=O)c2cccc(C)c2)c(OC)cc1NC(=O)CN1CCOCC1,-4,-24,2,-5,8,-14,-0.3,-4,-13,-13,-10
O=C(N=C1SC2CS(=O)(=O)CC2N1c1ccccc1F)C1CCCCC1 (centres undefined),-8,12,-1,6,3,-19,0.3,9,4,-23,-1
Cc1nn(C)c(C(=O)NN)c1Cl,-3,13,3,18,0,13,-0.4,-3,14,-19,-3
CC(=O)Nc1ccc(-c2cc(N)n(-c3ccccc3)n2)cc1,-85,-208,0,-116,-17,-1,-0.7,5,-234,18,-47
CCOc1ccc(Cc2nnc(SCC(=O)Nc3c(C)cccc3C)[nH]c2=O)cc1,-4,1,-1,-27,-6,-9,-0.1,2,-20,-8,-5
FC(F)C(F)(F)C(F)(F)C(F)(F)c1cc(-c2ccccc2)n[nH]1,-24,-71,7,-3,-43,14,0.0,-4,-34,20,-9
CCOc1ccc(N2C(=O)C(CC(=O)Nc3ccccc3)N(Cc3ccccn3)C2=S)cc1 (centres undefined),17,-8,2,15,16,-3,-0.8,-2,-13,-4,5
COc1ccc(C(C(=O)NCC2CCCO2)N(C(=O)CNC(=O)c2cccs2)c2ccccc2)cc1OC (centres undefined),1,18,7,-19,0,-3,1.2,-8,14,0,-11
COCCOC(=O)c1c(C)oc2ccc(OC(=O)c3ccc4c(c3)OCO4)cc12,-12,-43,2,17,-11,-4,4.4,3,-20,-4,-7
Cc1c(Cl)cccc1NC(=S)NC1CCCC1,-20,10,4,21,-5,4,1.5,3,-3,-9,4
O=C1CCCN1c1ccc(S(=O)(=O)Nc2cccnc2)cc1,-7,11,3,14,-1,-10,0.9,0,25,1,3
Cc1cccc(-n2c(SCC(=O)Nc3nnc(C)s3)nnc2-c2ccoc2C)c1,-12,13,-3,-8,4,6,-3.7,-8,6,-1,8
CCOC(=O)c1c(NC(=O)CSc2nnc(-c3ccccc3)n2CC)sc(C(C)=O)c1C,-4,-5,3,10,-6,-3,0.8,2,13,1,2
CCN(CC(=O)NCc1ccc(F)cc1)C(=O)c1ccc(C(=O)c2ccccc2)cc1,-31,-9,0,1,5,-12,0.2,3,-8,-1,3
CN1CCCC1CCNc1ccc2c(=O)c3ccccc3oc2c1 (centres undefined),-75,-233,7,-98,-25,-42,-2.1,4,-179,8,-90
COc1ccc(C(=O)NCc2nnc(SCC(=O)N3CCc4ccccc43)n2Cc2ccccc2)cc1,-22,11,0,14,7,-15,0.4,6,14,-2,3
